inhibitors of VEEV = inhibitors of VEEV TC-83 cytopathic effect, confirmation, Vero cells (AID 588727). 350,000 tested, 0.13% active. Vero cells, VEEV TC-83 cytopathic effect inhibition; higher % means a stronger effect. inhibition, % at 20 µM, or IC50 in µM where a hit was titrated; in the data active = a potency from the dose series; inconclusive = inhibition mostly from about 14% at the one dose, without a potency; inactive = the rest, 99 in 100 with inhibition below about 12%; also: strong numbers were not always called active
M. tuberculosis HTS = M. tuberculosis growth inhibition, HTS (AID 449762); 330,000 tested, 0.59% active; M. tuberculosis H37Rv growth inhibition, 7H9 media; higher % means a stronger effect; one-dose inhibition, % at 25 µM; IC50 in µM for titrated hits; in the data active = a potency from the dose series; inconclusive = inhibition above about 70% without an active follow-up result;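 also: bacterial growth assessed after seven days of incubation; strong numbers were not always called active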
M. tuberculosis = growth inhibition of non-replicating M. tuberculosis (AID 488890) | Mycobacterium tuberculosis non-replicating, growth inhibition; higher % means a stronger effect | inhibition, % at 25 µM; hits with a dose series show IC50 in µM | 320,000 tested, 0.39% active; in the data active = a potency from the dose series; inconclusive = inhibition mostly from about 82% at the one dose, without a potency; inactive = the rest, 99 in 100 with inhibition below about 76%;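 also: plate controls were DMSO cells for no effect and high antibiotic wells for full effect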
influenza NS1A = NS1A inhibition, H1N1 influenza, cell based functional assay (AID 504329). NS1A functional cell-based assay, percent inhibition; higher % means a stronger effect. inhibition, % at 12.5 µM; hits with a dose series show IC50 in µM. 340,000 tested, 0.3% active; in the data active = a potency from the dose series; inconclusive = inhibition above about 27% without an active follow-up result; also: strong numbers were not always called active
Salmonella PhoP GFP = Inhibition of PhoP regulon, Salmonella typhi GFP reporter cells, confirmation, 4 h (AID 1850); Salmonella Typhi PhoP-promoter GFP reporter, fluorescence, 4 h; higher % means a stronger effect; inhibition, % at 50 µM; hits with a dose series show IC50 in µM; 310,000 tested, 0.33% active; in the data active = a potency from the dose series; inconclusive = inhibition mostly from about 25% at the one dose, without a potency; inactive = the rest, 99 in 100 with inhibition below about 19%;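 also: 0% = induced wells with vehicle and 100% = uninduced wells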
inhibitors of VEEV 10K pilot screen = recorded beside inhibitors of VEEV, whose call it bears; inhibition, %; measured here: 10K pilot screen inhibition
* marks the source's active call; other numbers are inactive results; i = inactive; ? = inconclusive; . = not tested or not shown.

SMILES	inhibitors of VEEV	M. tuberculosis HTS	M. tuberculosis	influenza NS1A	Salmonella PhoP GFP	others
COc1cc(C(=O)Nc2cc(S(=O)(=O)N3CCOCC3)ccc2N2CCOCC2)cc(OC)c1C	5.5%	.	.	-7%	.
O=C(c1ccc(N2CCCC2)c([N+](=O)[O-])c1)N1CCc2ccccc2C1	3.0%	-3%	14%	14%	2%
CC(C)C(NC(=O)c1cccc(S(=O)(=O)N2CCOCC2)c1)C(=O)NCCc1ccccn1 (stereo not drawn)	i	-20%	-5%	2%	-2%
Cc1cccc(-n2c(C)cc(/C=N/n3cnnc3)c2C)c1	i	8%	52%	2%	15%
C(#CCN1CCOCC1)COCc1ccccc1	0.1%	-1%	100%	-10%	-2%
Cc1cc(Cl)ccc1OCC(=O)Nn1c(C)ccc1C	i	-5%	1%	13%	-3%
CCc1nnc(SCC(=O)Nc2ccc(C(C)=O)cc2)nc1CC	4.4%	-3%	23%	-21%	4%
Cc1c(C(=O)NC2=NCCS2)oc2ccccc12	i	3%	35%	0%	3%
CCOC(=O)c1c(S(=O)(=O)NCC(=O)N2CCN(c3ccc(F)cc3)CC2)c(C)n(C)c1C	0.8%	4%	12%	15%	-3%
Cc1ccc(Cn2c(Sc3nccc(C)n3)nc3c2c(=O)[nH]c(=O)n3C)cc1	1.4%	1%	-9%	12%	6%
CCOc1ccc(C2C(C(=O)c3ccc(C)o3)=C(O)C(=O)N2c2nc(C)c(C(=O)OC)s2)cc1 (stereo not drawn)	2.7%	11%	22%	-6%	-15%
CN(CC(=O)Nc1cccc(F)c1)C(=O)c1cc(=O)[nH]c2ccccc12	0.2%	5%	-14%	3%	.
COc1ccccc1CNC(=O)C1CCN(S(=O)(=O)c2c(C)noc2C)CC1	0.7%	-2%	-2%	11%	4%
CCn1c(CN2CCN(c3ccc(OC)cc3)CC2)nc2cc(S(=O)(=O)N(C)C)ccc21	2.1%	5%	16%	-6%	4%
O=C(Nc1cccc2cccnc12)c1ccc(Cl)cc1	i	44%	?	-10%	-10%
Cc1cc(Br)c(OCc2ccc(C(=O)N/N=C3\CC4CC=CC34)cc2)c(Br)c1 (stereo not drawn)	2.9%	-2%	17%	-6%	-5%
O=c1c2c(O)cc(O)cc2oc2c(O)ccc(O[C@H]3O[C@@H](CO)[C@H](O)[C@@H](O)[C@@H]3O)c12	0.5%	5%	1%	-5%	.	inhibitors of VEEV 10K pilot screen=2.6
COc1cc(/C=C/C(=O)NNc2c(F)c(F)cc(F)c2F)ccc1OC(F)F	1.8%	7%	11%	-17%	-21%
CCCCn1c(N)c(N(CCC(C)C)C(=O)c2cc(S(=O)(=O)N3CCOCC3)ccc2F)c(=O)[nH]c1=O	i	-7%	23%	10%	-9%
Cc1c(C(=O)N2CCCCC2)sc(NC(=O)c2ccco2)c1C#N	0.9%	1%	12%	-14%	-5%
CC(=O)O[C@H]1C(=O)[C@@]2(C)C([C@H](OC(=O)c3ccccc3)[C@]3(O)C[C@H](OC(=O)[C@H](O)[C@@H](NC(=O)Cc4ccccc4)c4ccccc4)C(C)=C1C3(C)C)[C@]1(OC(C)=O)CO[C@@H]1C[C@@H]2O (stereo partly drawn)	0.4%	30%	?	3%	5%
CCOCCCNC(=O)C(c1ccc(Cl)cc1)N(Cc1ccc2c(c1)OCO2)C(=O)CNC(C)=O (stereo not drawn)	0.2%	6%	3%	-2%	-19%
CCOC(=O)c1cc(C)sc1NC(=O)CSc1nccn1C	2.5%	-14%	14%	1%	-9%
COc1cc2c(cc1OC)C(c1ccccc1C)CC(=O)N2 (stereo not drawn)	0.3%	8%	16%	-4%	-9%
CCC(=O)N1CCc2cc(S(=O)(=O)N3CCc4ccccc43)ccc21	0.8%	-9%	-12%	-5%	-7%
O=C(Nc1cccnc1Cl)c1ccc(Cl)cc1	0.3%	-11%	24%	-5%	-6%
Cc1nn(C)c(C)c1NC(=O)CSc1nc(-c2ccccc2Cl)nc2c1cnn2-c1ccccc1	4.7%	-4%	4%	-2%	-19%
Cc1ccc(C)c(S(=O)(=O)Nc2ccc(C(=O)N3CCC3)cc2)c1	2.4%	3%	-5%	-3%	0%
O=C1[C@@H]2Cc3c([nH]c4ccccc34)CN2C(=O)CN1CCCCCO	i	-3%	-5%	-1%	-1%
Cc1ccc(C(=O)n2nnc3ccccc32)cc1	.	-1%	-4%	.	2%

6 entries drawn at random from the list so far, as already listed:
SMILES	inhibitors of VEEV	M. tuberculosis HTS	M. tuberculosis	influenza NS1A	Salmonella PhoP GFP	others
CCOCCCNC(=O)C(c1ccc(Cl)cc1)N(Cc1ccc2c(c1)OCO2)C(=O)CNC(C)=O (stereo not drawn)	0.2%	6%	3%	-2%	-19%
CCC(=O)N1CCc2cc(S(=O)(=O)N3CCc4ccccc43)ccc21	0.8%	-9%	-12%	-5%	-7%
Cc1ccc(C(=O)n2nnc3ccccc32)cc1	.	-1%	-4%	.	2%
O=c1c2c(O)cc(O)cc2oc2c(O)ccc(O[C@H]3O[C@@H](CO)[C@H](O)[C@@H](O)[C@@H]3O)c12	0.5%	5%	1%	-5%	.	inhibitors of VEEV 10K pilot screen=2.6
Cc1nn(C)c(C)c1NC(=O)CSc1nc(-c2ccccc2Cl)nc2c1cnn2-c1ccccc1	4.7%	-4%	4%	-2%	-19%
COc1cc(/C=C/C(=O)NNc2c(F)c(F)cc(F)c2F)ccc1OC(F)F	1.8%	7%	11%	-17%	-21%

Following part
SMILES	inhibitors of VEEV	M. tuberculosis HTS	M. tuberculosis	influenza NS1A	Salmonella PhoP GFP	others
CCN(CC)CCCOC(=O)C(OC)(c1ccccc1)c1ccccc1	0.9%	-2%	6%	-6%	3%
O=C(Cc1c(F)c(F)c(F)c(F)c1F)OC12CC3CC(C1)C(=O)C(C3)C2	1.5%	6%	17%	-6%	14%
Cc1cc(O)c(C(C)C)cc1NC(=S)Nc1cc(C(C)C)c(O)cc1C	13%	.	.	15%	.
COc1ccc(-c2nnc(SCC(=O)Nc3sc4c(c3C#N)CCCC4)n2-c2ccccc2)cc1	?	-4%	0%	0%	-3%
CC(=O)Nc1ccc(N(C(=O)Cn2nnc3ccccc32)C(C(=O)NC2CCCC2)c2ccc(O)c(O)c2)cc1 (stereo not drawn)	0.9%	10%	-6%	-1%	-1%
Cc1ccccc1-n1c(-c2ccc(=O)[nH]n2)n[nH]c1=S	4.8%	-13%	-9%	1%	11%
Cc1ccc(OCC(=O)NCCCNC(=O)c2ccco2)cc1C	i	1%	-6%	-9%	11%
CC(=O)c1cccc(S(=O)(=O)N2CCC(C(=O)OC3CCOC3=O)CC2)c1 (stereo not drawn)	0.9%	-2%	-22%	-16%	.
N#CCCN(CCC#N)S(=O)(=O)c1ccc(C(=O)Nc2nc(-c3ccccc3)c(C(=O)c3ccccc3)s2)cc1	3.7%	39%	7%	-4%	12%
O=C1C2CCCN2C(c2cccc(Cl)c2)N1c1ccccn1 (stereo not drawn)	0.2%	-4%	-10%	16%	3%
COCCNC(=O)CCn1nc(-c2ccc(C)cc2)c2ccccc2c1=O	i	-2%	-13%	0%	-8%
O=C(Cc1ccc(Br)cc1)Nc1nc2ccccc2[nH]1	3.1%	8%	18%	-3%	-11%
CCOc1ccccc1C=NNC(=O)CCCCC(=O)NN=Cc1ccccc1OCC	0.7%	.	.	-13%	.
O/N=C/c1cc(Br)ccc1OCc1ccccc1F	1.2%	-2%	19%	1%	-1%
Cc1ccc(N(CC(=O)N/N=C/c2cc(C)n(-c3ccccc3)c2C)S(C)(=O)=O)c(C)c1	1.2%	2%	48%	1%	3%
CCSC(=N)N	2.6%	-1%	-8%	-2%	-13%
O=C(NC(=S)NC1CCSC1=O)c1ccc([N+](=O)[O-])cc1 (stereo not drawn)	0.8%	-3%	13%	5%	2%
CCN(CCCNC(=O)COc1cc(=O)n(C)c2ccccc12)c1ccccc1	i	-19%	29%	2%	0%
N#C/C(=N/Nc1ccc(OC(F)(F)F)cc1)C(N)=S	1.1%	2.1µM*	?	10%	10%
COc1cccc(/C=N/NC(=O)CNC(=O)C2COc3ccccc3O2)c1O (stereo not drawn)	10%	.	.	-14%	.
Cc1cccc(Oc2ccc(S(=O)(=O)N3CCCCC3)cc2NC(=O)C2=COCCO2)c1	4.3%	0%	10%	-11%	.
CCN1CCN(c2ncc(C(=O)Nc3c(F)cc(F)cc3Br)c3ccccc23)CC1	1.9%	?	12%	2%	-2%
CCN(C(=O)CSc1nnnn1-c1ccccc1)C1CCS(=O)(=O)C1 (stereo not drawn)	0.8%	1%	-7%	7%	-19%
CC(=O)Nc1cccc(NS(=O)(=O)c2ccccc2[N+](=O)[O-])c1	2.4%	3%	1%	1%	-4%
COc1ccc(C(=O)NNC(=O)CN2CCC(n3nnc4cc(F)ccc43)CC2)cc1	i	-2%	-20%	-1%	7%
CCCn1c(C(O)c2ccc(OC)cc2)nc2ccccc21 (stereo not drawn)	i	1%	24%	18%	-1%
CCOC(=O)c1ccccc1OCc1cc(/C=N/n2cnnc2)ccc1OC	1.9%	-9%	4%	-4%	-1%
O=C(NCc1ccccn1)Nc1ccccc1	1.4%	5%	-4%	-3%	-22%
NCCCn1c(C(=O)c2cc(Cl)c(N)c(Cl)c2)c2ccc(C(F)(F)F)cc2[n+]1[O-]	0.3%	34%	69%	2%	2%
COc1cccc(Oc2c(C)oc3c(CN4CCOCC4)c(O)ccc3c2=O)c1	0.5%	.	.	9%	.
Cc1cccc(NC(=O)COC(=O)CNC(=O)C2CCCCC2)c1	1.8%	-8%	-8%	-1%	-5%
CCc1nnc(NS(=O)(=O)c2ccc(NC(=O)c3cc(Cl)ccc3[N+](=O)[O-])cc2)s1	0.4%	7%	36%	0%	-5%
O=C(NC(=S)Nc1ccccc1N1CCCCC1)c1ccc(-c2cccc([N+](=O)[O-])c2)o1	i	9%	2%	5%	-7%
COc1ccc(CCc2nnc(CCC(=O)NCc3cc(C(C)C)no3)o2)cc1	0.2%	0%	48%	2%	8%	inhibitors of VEEV 10K pilot screen=0.3
O=C(CSCC(=O)NC1CC1)Nc1ccc2ccccc2c1	0.5%	.	.	4%	.
COc1ccc(OC)c(Nc2nnc(C)c(=O)[nH]2)c1	.	0%	-2%	.	4%
CCOC(=O)c1cc2sccc2n1CC(=O)OC(C)C	i	-6%	-10%	6%	-12%
O=C(CCS(=O)(=O)c1ccc(Br)cc1)Nc1ccc(Cl)cc1F	3.8%	-13%	9%	-14%	-3%
CCCCCC(=O)NC(=S)NNC(=O)CC	1.1%	-4%	19%	10%	133µM*
CCC1(CC)NC(=O)N(CC(=O)Nc2sc3c(c2C(N)=O)CCC3)C1=O	6.7%	-3%	22%	12%	6%
N#Cc1c(N)n(Cc2ccccc2)c(=O)c2cc([N+](=O)[O-])ccc12	0.6%	2%	-13%	7%	-15%
O=C1NC(=S)N(c2ccc(Cl)cc2)C(=O)/C1=C/N1CCN(C(=O)c2ccco2)CC1	i	2%	25%	-24%	2%
COCCn1c(CN(C)Cc2ccccc2)nc2c1c(=O)n(C)c(=O)n2C	i	1%	-6%	-16%	-5%
O=C1c2nc3cc(-c4ccco4)[nH]n3c(=O)c2CN1Cc1ccccc1	0.7%	-6%	32%	.	14%
CN(CCCN1c2ccccc2CCc2ccccc21)CC(=O)c1ccc(Cl)cc1	.	65%	?	.	-16%
CC(C)(C)SCCNC(=O)CN(c1ccc(F)cc1)S(=O)(=O)c1ccccc1	0.9%	-10%	-10%	-6%	1%
Nc1c2c3c(sc2nc(=O)n1N)CCCC3	0.3%	5%	20%	-5%	-5%
CCOC(=O)c1c(-c2cccs2)csc1N	2.7%	35%	-9%	9%	2%
CN(C)S(=O)(=O)N1CCN(CC(=O)Nc2cc(Cl)ccc2Cl)CC1	i	2%	3%	-6%	-2%
CNC(=S)N(Cc1ccco1)Cc1cc2cc(OC)c(OC)cc2[nH]c1=O	0.3%	8%	3%	11%	-2%
CC(=O)OC(C)(C)/C=C/C(=O)C(C)(O)C1[C@H](O)C[C@@]2(C)C3CC=C4C(CC[C@@H](O)C4(C)C)[C@]3(CO)C(=O)C[C@]12C (stereo partly drawn)	6.7%	-6%	-1%	-6%	6%
COc1cc(S(=O)(=O)N2CCN(C(=O)c3ccco3)CC2)ccc1Cl	0.5%	1%	5%	-6%	-8%
Cc1c(NC(=O)Nc2ccc(F)cc2F)c(=O)n(-c2ccccc2)n1C	0.1%	-5%	14%	2%	0%
CN(C)CC1Oc2ccccc2OC1(O)c1ccccc1 (stereo not drawn)	1.5%	.	.	1%	.

Compound activity: PubChem BioAssay, Southern Research Specialized Biocontainment Screening Center
